Dynein cargo inh: blocks dynein driven cargo transport along microtubules | 3617.4 mouse cells, GR-EGFP nuclear translocation imaging; test concentration mostly 20 µM; stimulated with dexamethasone, 1 µM; hits give low values | 220,000 tested, 0.47% active | AID 1381 | z-score, hits read low;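 active means plate z-score of nuclear minus cytoplasmic receptor signal below a set negative limit, without overly bright fluorescence or cell loss, cut at about -3.5 in these data, passing the limit was not always enough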;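 further: z-score of nuclear minus cytoplasmic ring GR-EGFP intensity difference per well; some compounds called inactive have numbers as strong as hits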
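Also added: dexamethasone, 1.0 µM final. Medium: tet-free, stripped-serum medium. Detection: fixed, Hoechst-stained cells imaged at 10x for EGFP. Read-out: nuclear-to-cytoplasmic GR-EGFP distribution per well. Times: induction 48 h, compound 1 h, agonist 30 min.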
GPR55 beta-arrestin: selective activators of receptor GPR55 – imaging, U2OS cells, beta-arrestin-GFP redistribution, primary screen (AID 1961); U2OS GPR55 beta-arrestin-GFP redistribution imaging; higher % means a stronger effect; activation, % at 10 µM, or EC50 in µM where a hit was titrated; 290,000 tested, 0.048% active;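 active means activation above 40% with more than 50 cells counted in the well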;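 further: U2OS osteosarcoma cells stably expressing GPR55 and beta-arrestin-GFP; plate controls were DMSO negative control for no effect and LPI positive control for full effect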
M1AAP inhibition: malaria alanyl aminopeptidase activity blockers – biochemical, fluorogenic H-Leu-NHMec substrate, 1536-well (AID 1445); recombinant M1AAP, H-Leu-NHMec fluorogenic kinetic assay; higher % means a stronger effect; one-dose inhibition, % at 30 µM; IC50 in µM for titrated hits; 220,000 tested, 0.42% active;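 active means primary inhibition above the hit cutoff, then over 50% inhibition at one or more dose response concentrations, cut at about 23% in these data, passing the limit was not always enough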;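 further: plate controls were DMSO full reaction for no effect and no enzyme background for full effect; strong numbers were not always called active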
AID2073: disruptors of CaV2.2 binding to Mint1 – biochemical, HTRF (AID 2073); HTRF protein-protein interaction, Mint1-CaV2.2; higher % means a stronger effect; 290,000 tested, 0.19% active; inhibition, % at 20 µM; hits with a dose series show IC50 in µM; in the data active means inhibition mostly above about 51%, no sharp cut-off; further: some results filed as inactive read as strong as hits
KOR beta-arrestin-1: kappa opioid receptor activators – cell-based, luminescence, uHTS, primary screen (AID 1777) | KOR beta-arrestin recruitment, luminescence; higher % means a stronger effect | activation, % at 10 µM, or EC50 in µM where a hit was titrated | 280,000 tested, 0.02% active; in the data active means activation above about 50%, passing the limit was not always enough; further: a part of the inactive calls stands beside numbers as strong as those of hits
HEK293 NOD2/NF-kB: inhibition of NOD2-driven NF-kB reporter – cell-based, luminescence, uHTS, HEK293 (AID 1566); HEK293 NOD2/NF-kB luciferase reporter, luminescence; higher % means a stronger effect; inhibition, % at 4 µM; hits with a dose series show EC50 in µM; 290,000 tested, 0.63% active; further: many of its hits are not listed in these tables
KOR beta-arrestin-2: KOR antagonists, beta-arrestin recruitment, cell-based, luminescence, uHTS (AID 1778); KOR beta-arrestin recruitment, luminescence, antagonist mode; higher % means a stronger effect; one-dose inhibition, % at 10 µM; IC50 in µM for titrated hits; 290,000 tested, 0.091% active; further: strong numbers were not always called active
NOD1 NF-kB reporter: inhibition of NOD1-driven NF-kB reporter – cell-based, luminescence, uHTS, primary screen (AID 1578); inhibition, % at 4 µM; hits with a dose series show EC50 in µM; 290,000 tested, 1% active; NOD1-driven NF-kB luciferase reporter cells, luminescence; higher % means a stronger effect; in the data active means inhibition mostly above about 36%, no sharp cut-off; inactive means mostly below about 34%;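 further: HEK-293T reporter cells stimulated with the NOD1 agonist gamma-tri-DAP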
M17LAP inhibition: P. falciparum M17LAP inhibitors, primary screen, biochemical, fluorogenic H-Leu-NHMec substrate, 1536-well (AID 1619); recombinant M17LAP, H-Leu-NHMec fluorogenic kinetic assay; higher % means a stronger effect; inhibition, % at 30 µM, or IC50 in µM where a hit was titrated; 220,000 tested, 0.38% active;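 active means compound inhibiting the enzyme by more than half at any dose during confirmatory dose-response retesting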;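 further: plate controls were full reaction with DMSO carrier for no effect and no enzyme background for full effect; strong numbers were not always called active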
Dynein cargo inh cytoplasmic EGFP: further read-out of Dynein cargo inh, marked with its call; z-score; measured here: cytoplasmic GR-EGFP intensity; hits give high values
Dynein cargo inh nuclear GR-EGFP: recorded beside Dynein cargo inh, whose call it bears; z-score; measured here: nuclear GR-EGFP intensity;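 lower value marks the stronger effect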
Dynein cargo inh cell count: recorded beside Dynein cargo inh, whose call it bears; z-score; measured here: cell count per field
An asterisk follows results filed as active; . = no result given; [ ] = another dose, or the depositor's remark. Unless noted, no stated cut-off is given here; in the data, active means inhibition above about 50%; inactive means the rest. These rows are one share of the data (hit frequency here may not be typical).

no.	Dynein cargo inh	Dynein cargo inh cytoplasmic EGFP	Dynein cargo inh nuclear GR-EGFP	Dynein cargo inh cell count	GPR55 beta-arrestin	M1AAP inhibition	AID2073	KOR beta-arrestin-1	HEK293 NOD2/NF-kB	KOR beta-arrestin-2	NOD1 NF-kB reporter	M17LAP inhibition	Molecule
1	-0.37	0.15	-0.085	0.29	-0.4%	10%	12%	-9.1%	-8%	-27%	-8%	-5%	Cc1ccc2cc(COC(=O)c3ccncc3)c(=O)[nH]c2c1
2	.	.	.	.	-0.2%	.	-11%	-5.4%	-2%	4%	-26%	.	O=C(NCc1ccccn1)c1nc(Cn2ccc([N+](=O)[O-])n2)no1
3	0.58	-0.25	0.34	-0.013	0.4%	8%	11%	-6.5%	4%	2%	-17%	10%	COc1nc(Nc2ccc([N+](=O)[O-])cc2)nc(NC2CCCCC2)n1
4	-0.64	0.23	0.011	0.36	-0.2%	3%	2%	-0.4%	16%	38%	2%	-2%	COc1cccc(OC)c1C(=O)Nc1ccc(N2CCCCC2)cc1
5	0.4	-0.24	0.21	0.6	0.2%	-1%	-1%	0.1%	10%	-11%	-11%	-7%	Cc1c(NC(=O)Cn2[nH]c(=O)c3ccccc3c2=O)c(=O)n(-c2ccccc2)n1C
6	0.014	-0.19	0.1	0.94	-0.1%	4%	7%	-3.5%	-7%	-7%	-25%	-6%	COC(=O)C1=C(N)OC2=C(C(=O)CCC2)C1c1cccs1 (centres undefined)
7	-0.46	-0.24	-0.37	1.1	0.1%	10%	1%	-1.4%	-8%	-10%	-28%	8%	CC(/C=C/c1ccccc1)=N/NC(=O)C(O)c1ccccc1 (centres undefined)
8	0.33	-0.25	0.28	-0.57	0.2%	14%	4%	3.5%	10%	4%	15%	1%	CNc1ccccc1C(C)(C)c1cc(-c2cc(C)cc(C)c2)no1
9	1.1	-0.11	0.23	-0.76	-0.2%	-5%	7%	-5.6%	11%	13%	-33%	-2%	O=C(ON=C1CCN(S(=O)(=O)c2ccccc2)CC1)c1ccc(F)cc1
10	0.1	-0.22	0.38	-0.036	-0.1%	-3%	1%	0.8%	-4%	2%	-22%	-10%	Cc1ccc2c(CC(=O)OCc3nc(N)nc(Nc4ccccc4C)n3)coc2c1
11	.	.	.	.	-0.1%	.	0%	-0.7%	3%	-27%	-3%	.	CC(NC(=O)C12CC3CC(CC(O)(C3)C1)C2)c1ccc(Cl)cc1Cl (centres undefined)
12	0.18	-0.33	0.55	-0.66	-0.4%	-3%	7%	2.0%	-14%	-35%	10%	-2%	Cc1ccc(NC(=O)CN(C)CC(=O)Nc2ccccc2-c2ccccc2)cc1
13	.	.	.	.	0.0%	.	4%	3.7%	-8%	5%	-18%	.	CCN(CC)CCN(C(=O)C1CCCCC1)c1nc2cc3c(cc2s1)OCO3
14	.	.	.	.	-0.2%	.	50%	-2.0%	20%	-17%[20 µM]	2%	.	COc1ccc2c(c1OC)C(=O)OC2N1C(=O)CC[C@H]1C(=O)Nc1ccc2c(c1)OCO2 (some centres undefined)
15	-0.61	-0.18	-0.26	-0.17	-0.1%	0%	15%	4.3%	16%	-19%	9%	-12%	COc1ccc(C)cc1NC(=O)CN1CCN(S(=O)(=O)c2ccc(F)cc2)CC1
16	-0.24	-0.063	-0.041	0.88	-0.1%	5%	3%	1.2%	21%	12%	-7%	11%	COc1ccc(OC)c(NS(=O)(=O)c2ccc(NC(=O)c3ccc(NS(C)(=O)=O)cc3)cc2)c1
17	-0.37	-0.2	-0.13	-0.11	-0.6%	5%	4%	0.6%	-10%	7%	-28%	4%	CCOc1ccc(NC(=O)CN(C)CC(=O)Nc2ccc(F)c(F)c2F)cc1OCC
18	.	.	.	.	-0.1%	.	7%	2.2%	17%	-3%	0%	.	CS(=O)(=O)c1nc(S(=O)(=O)c2ccc(Cl)cc2)c(N2CCN(CCO)CC2)s1
19	-1	-0.27	-0.44	-0.12	-0.1%	4%	-4%	11%	13%	-24%	0%	-4%	CCOC(=O)C(=CNCC(=O)O)C(=O)OCC
20	-0.71	-0.32	-0.21	0.28	-0.3%	1%	-14%	1.1%	5%	-16%	-39%	14%	CC(CCc1ccccc1)NCC(O)c1cccc([N+](=O)[O-])c1 (centres undefined)
21	-0.53	0.085	-0.19	0.87	-0.1%	9%	-9%	-5.8%	7%	-39%	10%	-5%	COc1ccc(NS(=O)(=O)c2ccc(S(=O)(=O)N3CCCC3)cc2)cc1
22	.	.	.	.	0.7%	.	2%	-2.1%	-63%	3%	-88%	.	Cn1c(COc2ccc(F)cc2)nc2ccccc21
23	2	-0.25	1.4	-0.88	0.1%	10%	9%	2.4%	-33%	-15%	4%	14%	COc1ccc(N=Nc2c(C)[nH][nH]c2=O)cc1
24	-0.023	-0.25	-0.71	0.33	0.0%	12%	-14%	5.1%	8%	-16%	-8%	10%	O=C(Oc1ccc(=O)n(-c2ccccc2)n1)c1ccc(Cl)cc1
25	.	.	.	.	0.4%	.	44%	2.3%	13%	-23%	-20%	.	COc1cccc(C(=O)Nc2nnc(S(=O)(=O)N3CCOCC3)s2)c1
26	-0.71	-0.23	-0.42	2	0.3%	9%	6%	1.1%	9%	-27%	-16%	-6%	COC(=O)c1cc(=O)n2c(-c3ccc(OC)cc3)csc2n1
27	-0.36	-0.24	-0.22	0.4	-0.2%	3%	19%	1.9%	7%	23%	-9%	-1%	CCCCc1cc2c(cc1NC(=O)CN1CCCCC1)OCCO2
28	-0.96	-0.32	-0.24	0.32	-0.2%	6%	0%	2.7%	16%	-9%	-24%	8%	NC(=O)C1=C[C@H](c2ccc(C(F)(F)F)cc2)C[C@H](OCc2ccc(CO)cc2)O1
29	-1.2	-0.08	-0.34	0.87	-0.1%	-2%	2%	-1.8%	14%	-25%	8%	9%	CCOC(=O)c1[nH]c(=O)[nH]c1CSCCO
30	.	.	.	.	-0.2%	.	-2%	5.9%	16%	30%	-18%	.	O=C1CCCCN1CC(=O)N1CCCC(Nc2ccc(F)cc2)C1 (centres undefined)
31	0.36	-0.26	0.23	0.35	-0.1%	4%	11%	6.5%	-10%	-3%	6%	14%	CCN(CC)S(=O)(=O)c1ccc(-c2nnc(SCC(=O)Nc3ccc(OC)c(OC)c3)o2)cc1
32	.	.	.	.	-0.3%	.	3%	-4.2%	-12%	-31%[20 µM]	-6%	.	COc1ccc(NC(=O)c2ccc(CN3CCc4ccccc4C3)cc2)c(OC)c1
33	-1	-0.35	-0.51	0.75	0.2%	2%	-12%	-8.0%	14%	-12%	-16%	14%	Cn1c(SC2CCCCC2=O)nnc1-c1ccccc1F (centres undefined)
34	0.28	0.21	0.46	-1.4	-0.2%	-2%	-8%	2.5%	-3%	20%	-16%	1%	COc1ccc(NC(=O)CSc2nnc(-c3ccc(C)cc3)n2N)cc1
35	-0.45	-0.0049	0.28	-0.62	0.0%	1%	-6%	-3.8%	-4%	10%	-34%	1%	CCOC(=O)c1ccccc1NC(=O)CSc1nc2ccccc2c(=O)[nH]1
36	-0.88	-0.11	-0.34	0.52	-0.3%	0%	-2%	0.6%	3%	4%	-32%	-1%	Cc1ccccc1CSc1nc(C(C)(C)C)cc(=O)[nH]1
37	-0.46	0.23	0.13	0.38	-0.1%	12%	3%	-1.6%	16%	5%	-21%	7%	O=[N+]([O-])c1ccc(NCCNc2ccc(Cl)nn2)cc1
38	1.9	0.00082	1.1	-0.43	-0.2%	2%	-8%	-2.2%	8%	22%	-15%	6%	Cn1c(=O)[nH]c(=O)c2c1nc(N(CCO)Cc1ccccc1)n2Cc1ccccc1Cl
39	0.18	-0.21	-0.034	-0.19	0.5%	9%	22%	-0.7%	6%	31%	-27%	4%	N#Cc1c(-c2ccc(F)cc2)cc(C2CC2)nc1SCC(=O)c1cccs1

Two compounds picked at random from the list so far, as already listed:
no.	Dynein cargo inh	Dynein cargo inh cytoplasmic EGFP	Dynein cargo inh nuclear GR-EGFP	Dynein cargo inh cell count	GPR55 beta-arrestin	M1AAP inhibition	AID2073	KOR beta-arrestin-1	HEK293 NOD2/NF-kB	KOR beta-arrestin-2	NOD1 NF-kB reporter	M17LAP inhibition	Molecule
38	1.9	0.00082	1.1	-0.43	-0.2%	2%	-8%	-2.2%	8%	22%	-15%	6%	Cn1c(=O)[nH]c(=O)c2c1nc(N(CCO)Cc1ccccc1)n2Cc1ccccc1Cl
33	-1	-0.35	-0.51	0.75	0.2%	2%	-12%	-8.0%	14%	-12%	-16%	14%	Cn1c(SC2CCCCC2=O)nnc1-c1ccccc1F (centres undefined)

Entries from the list above with an aryl thioether with sulfur outside any ring (6):
no.	Dynein cargo inh	Dynein cargo inh cytoplasmic EGFP	Dynein cargo inh nuclear GR-EGFP	Dynein cargo inh cell count	GPR55 beta-arrestin	M1AAP inhibition	AID2073	KOR beta-arrestin-1	HEK293 NOD2/NF-kB	KOR beta-arrestin-2	NOD1 NF-kB reporter	M17LAP inhibition	Molecule
31	0.36	-0.26	0.23	0.35	-0.1%	4%	11%	6.5%	-10%	-3%	6%	14%	CCN(CC)S(=O)(=O)c1ccc(-c2nnc(SCC(=O)Nc3ccc(OC)c(OC)c3)o2)cc1
33	-1	-0.35	-0.51	0.75	0.2%	2%	-12%	-8.0%	14%	-12%	-16%	14%	Cn1c(SC2CCCCC2=O)nnc1-c1ccccc1F (centres undefined)
34	0.28	0.21	0.46	-1.4	-0.2%	-2%	-8%	2.5%	-3%	20%	-16%	1%	COc1ccc(NC(=O)CSc2nnc(-c3ccc(C)cc3)n2N)cc1
35	-0.45	-0.0049	0.28	-0.62	0.0%	1%	-6%	-3.8%	-4%	10%	-34%	1%	CCOC(=O)c1ccccc1NC(=O)CSc1nc2ccccc2c(=O)[nH]1
36	-0.88	-0.11	-0.34	0.52	-0.3%	0%	-2%	0.6%	3%	4%	-32%	-1%	Cc1ccccc1CSc1nc(C(C)(C)C)cc(=O)[nH]1
39	0.18	-0.21	-0.034	-0.19	0.5%	9%	22%	-0.7%	6%	31%	-27%	4%	N#Cc1c(-c2ccc(F)cc2)cc(C2CC2)nc1SCC(=O)c1cccs1

Compound activity from PubChem BioAssay.
